MC4R antagonist – MC4R antagonists of cAMP signaling, primary screen, cell-based, TR-FRET, antagonist arm of biased-ligand search; Melanocortin receptor 4 (Homo sapiens), P32245; MC4R-expressing cells, MTII-stimulated cAMP, LANCE TR-FRET; inhibition, % at 6.5 µM; hit rate 0.48% among 360,000; AID 540295, 2011;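 active means inhibition above its plate's cutoff, the mean of tested wells on that plate plus 3 SD, cut at about 29% in these data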;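 further: 0% = Melanotan II alone and 100% = Melanotan II plus saturating MCL0020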
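system = U2OS cells with stable human MC4R expression | also added = Melanotan II challenge after compound preincubation | dosing = one concentration, 6.5 µM nominal | incubation = compound 30 min, challenge 1 h, detection 1 h | measured by = TR-FRET with Eu-cAMP and labeled anti-cAMP, 671 nm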
SRC2 inh – inhibition of GAL4-SRC2 driven luciferase reporter, primary screen, SRC2 inhibitor project, cell-based, luminescence | Nuclear receptor coactivator 2 (Homo sapiens), Q15596 | HEK293 GAL4-SRC2 luciferase reporter | inhibition, % at 9 µM | hit rate 0.17% among 370,000 | AID 651957, 2012;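 active means inhibition above the mean inhibition of all tested compounds plus 3 SD, set per campaign, cut at about 52% in these data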;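 further: 0% = DMSO treated cells and 100% = cells given Gossypol at 36 µM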
Target sequence (Q15596 whole entry, looked up, the tested form may be a part): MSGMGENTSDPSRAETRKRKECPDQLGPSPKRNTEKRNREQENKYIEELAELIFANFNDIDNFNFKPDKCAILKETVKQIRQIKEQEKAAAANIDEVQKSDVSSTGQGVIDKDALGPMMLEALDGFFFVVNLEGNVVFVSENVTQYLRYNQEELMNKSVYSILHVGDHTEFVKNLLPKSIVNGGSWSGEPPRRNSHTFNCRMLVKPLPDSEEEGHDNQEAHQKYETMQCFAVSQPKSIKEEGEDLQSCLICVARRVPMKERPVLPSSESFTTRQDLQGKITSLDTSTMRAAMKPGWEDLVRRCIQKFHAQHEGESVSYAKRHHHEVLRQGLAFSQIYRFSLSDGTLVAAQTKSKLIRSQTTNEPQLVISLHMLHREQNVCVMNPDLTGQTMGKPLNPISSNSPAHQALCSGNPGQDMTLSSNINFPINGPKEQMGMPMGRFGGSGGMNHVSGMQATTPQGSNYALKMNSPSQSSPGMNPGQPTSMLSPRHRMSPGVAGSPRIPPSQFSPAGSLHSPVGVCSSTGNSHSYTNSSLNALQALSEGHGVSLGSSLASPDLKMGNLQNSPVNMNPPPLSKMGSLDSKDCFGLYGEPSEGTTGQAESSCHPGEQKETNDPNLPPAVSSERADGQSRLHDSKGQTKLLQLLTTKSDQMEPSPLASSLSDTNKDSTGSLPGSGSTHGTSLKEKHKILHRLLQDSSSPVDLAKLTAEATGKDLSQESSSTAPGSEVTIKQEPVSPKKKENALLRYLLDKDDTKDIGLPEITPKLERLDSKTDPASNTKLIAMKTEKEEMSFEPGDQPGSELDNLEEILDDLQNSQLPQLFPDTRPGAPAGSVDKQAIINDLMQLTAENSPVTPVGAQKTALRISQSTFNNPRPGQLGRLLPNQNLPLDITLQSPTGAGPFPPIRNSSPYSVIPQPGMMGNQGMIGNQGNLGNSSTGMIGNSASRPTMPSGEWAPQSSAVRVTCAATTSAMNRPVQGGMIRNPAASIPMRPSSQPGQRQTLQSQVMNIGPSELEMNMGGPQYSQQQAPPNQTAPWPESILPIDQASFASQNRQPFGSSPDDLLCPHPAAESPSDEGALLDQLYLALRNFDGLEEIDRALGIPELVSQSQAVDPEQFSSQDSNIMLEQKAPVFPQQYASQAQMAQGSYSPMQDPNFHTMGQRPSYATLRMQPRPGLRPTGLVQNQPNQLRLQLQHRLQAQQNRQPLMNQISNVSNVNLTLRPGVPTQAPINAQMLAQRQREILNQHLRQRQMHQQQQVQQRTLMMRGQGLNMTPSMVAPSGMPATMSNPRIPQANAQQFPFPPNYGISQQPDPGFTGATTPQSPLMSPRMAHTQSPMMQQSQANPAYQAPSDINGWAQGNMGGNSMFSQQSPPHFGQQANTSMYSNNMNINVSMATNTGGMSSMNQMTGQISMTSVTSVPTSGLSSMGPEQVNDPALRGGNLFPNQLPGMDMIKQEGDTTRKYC
Glyco luc inh – increase of ERlucT glycosylation luciferase signal, primary screen, N-linked glycosylation inhibitor project, D54 ERlucT cells, luminescence, set 2; D54 ERlucT glycosylation luciferase reporter, 24 h; percent of 100 nM tunicamycin response; reporter increase, % at 12.5 µM; hit rate 0.23% among 360,000; AID 588692, 2011;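 active means mean luciferase reporter signal, scaled so untreated is 0 and the glycosylation-blocking control 100, at or above a set limit in every replicate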;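 further: luciferase carries N-glycosylation sites so blocking glycosylation raises the light; 0% = median of neutral control wells and 100% = median of 100 nM tunicamycin wells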
TLR9-MyD88 inh – inhibitors of TLR9-MyD88 association in cells, primary screen, cell-based, CHO, BLA complementation, fluorescence | Toll-like receptor 9 (Homo sapiens) + Myeloid differentiation primary response protein … | CCF4 FRET ratio | inhibition, % at 4.98 µM | hit rate 0.21% among 340,000 | AID 504734, 2011;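 active means inhibition above the mean over all tested compounds plus 3 SD, cut at about 21% in these data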;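 further: 0% = DMSO only wells and 100% = clavulanate BLA inhibitor control wells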
HTR2A ag – mouse Htr2a agonists via beta-arrestin recruitment, primary screen, cell-based, luminescence | 5-hydroxytryptamine receptor 2A (Mus musculus), P35363 | CHO-K1 mHTR2A beta-arrestin complementation; percent of 30 µM serotonin response | activation, % at 7.6 µM | hit rate 0.66% among 360,000;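 active means activation above a run cutoff, the mean activation of all tested compounds plus 3 SD, cut at about 14% in these data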;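 further: 0% = plate median of compound wells and 100% = 30 µM serotonin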
ABCB6 inh MLPCN – ABCB6 transporter inhibitors, primary screen, K562-ABCB6 cells, flow cytometry, MLPCN library; K562-ABCB6 porphyrin accumulation, 1 h; stronger effect = lower value; fluorescence ratio to DMSO, % at 10 µM; hit rate 0.19% among 360,000;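 active means fluorescence ratio to DMSO below 75%, the collection mean minus 3 SD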;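 further: signal is porphyrin accumulated inside mitochondria; 100% equals median channel fluorescence of DMSO control wells; lower ratio means ABCB6 inhibition with less porphyrin fluorescence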
ABHD5-PLIN5 inh – ABHD5-PLIN5 interaction inhibitors, primary screen, cell lysate, split luciferase complementation, luminescence; Perilipin-5 (Homo sapiens) + 1-acylglycerol-3-phosphate O-acyltransferase ABHD5 (Homo …; Split G. princeps luciferase complementation, 4 h; inhibition, % at 4 µM; hit rate 0.78% among 360,000; AID 602281, 2012;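 active means inhibition above the mean inhibition across every tested compound plus 3 SD, cut at about 22% in these data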;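 further: 0% = DMSO only wells and the 100% control is not disclosed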
Cardio protect – cardioprotection against H2O2-induced cell death, primary screen, uHTS, H9c2 cells, ATPLite luminescence; H9c2 cardiomyocytes, H2O2 injury protection, 2 h; protection from H2O2 cell death, % at 20 µM; hit rate 0.63% among 360,000;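 active means compounds giving at least 50% protection of heart cells from peroxide-induced death in the single-dose screen, raw or plate-pattern-corrected value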;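 further: 0% = DMSO wells with peroxide and 100% = DMSO wells without peroxide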
MC4R ag barr – MC4R agonists recruiting beta-arrestin, primary screen, cell-based, luminescence, agonist arm of biased-ligand search; Melanocortin receptor 4 (Homo sapiens), P32245; U2OS MC4R beta-arrestin complementation; percent of melanotan II response, DMSO zero; activation, % at 8.9 µM; hit rate 0.98% among 360,000; AID 540308, 2011;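 active means activation above a per-plate cutoff, the mean activation of sample wells on that plate plus 3 SD, cut at about 8% in these data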
NOD2-RIPK2 inh – NOD2-RIPK2 binding disruptors in cells, primary screen, fluorescence, CHO cells, BLA complementation. AID 624267, 2012. hit rate 0.38% among 360,000. Receptor-interacting serine/threonine-protein kinase 2 (Homo sapiens), O43353. CCF4 ratio. inhibition, % at 4.98 µM; in the data active means inhibition above about 21%;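 further: 0% = vehicle only and 100% = reference blocker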
* marks the source's active call; other numbers are inactive results; . = no result given; & = joins results of further samples.

structure,ABCB6 inh MLPCN,MC4R ag barr,TLR9-MyD88 inh,NOD2-RIPK2 inh,SRC2 inh,HTR2A ag,Glyco luc inh,Cardio protect,MC4R antagonist,ABHD5-PLIN5 inh
Cc1ccc2c(c1)N(C(=O)CCC(=O)N1CCOCC1)CCO2,100,-0.7,1,0,4,-2,1,0,6,-2
O=C1CC(C(=O)NC2CCCCC2)C(c2ccccc2)O1 (stereo not given),99,0.4,-3,7,-52,4,4,2,11,5
NC(=O)C1CCN(CCC(=O)Nc2ccc(Br)cc2)CC1,101,-1.7,-3,2,-5,2,4,1,-1,4
Cc1cc(C)c(NC(=O)CNC(=O)c2ccccc2OCc2c(C)noc2C)c(C)c1,102,-0.6,-1,1,4,-1,1,0,19,-3
Cc1cc(OCC(=O)N(Cc2cccs2)C2CCS(=O)(=O)C2)ccc1Cl (stereo not given),96,0.5,2,15,-3,1,-2,-12,11,13
CCCOc1ccc(-c2cc(C(=O)NCC3CCCO3)c3ccccc3n2)cc1 (stereo not given),97,-2.4,5,-6,-21,0,0,-3,-4,-3
CSCCC(C(=O)NCc1ccccc1)n1c(-c2ccc3c(c2)CCO3)nc2ccccc21 (stereo not given),.,.,.,-8,-14,-8,.,.,.,-4
CCN(CC(=O)NC(C)(C)C)Cc1cc(=O)n2c(-c3ccccc3)csc2n1,96,0.2,6,-2,-17,-6,0,-3,-5,-5
Cc1ccc(C(=O)NCCCN2CCOCC2)c(Cl)c1,101,-0.2,-8,6,-13,4,0,4,-4,5
Cn1c(=O)c2c(ncn2CCOc2ccc(F)cc2)n(C)c1=O,97,-2.5,11,3,3,-4,2,-1,10,-8
CC(C)n1nccc1N(Cc1ccc(C#N)cc1)S(=O)(=O)c1ccccc1,97,-0.5,-6,4,-12,4,-3,0,-3,-2
CC(=O)OCCCN(C)CC/C=C1/c2ccccc2CSc2ccccc21,98,-1.9,0,3,-11,-6,-1,-3,2,7
CCCCCCSc1cc(-c2nc3cc(C)ccn3c2NCCCC)ccc1OC,106,-0.6,-6,-6&-8,-8&20,-12&-8,-5,-10,1,-13&-1
O=C(C1=C[C@@H](c2csc3ccccc23)C[C@@H](OCc2ccc(CO)cc2)O1)N1CCN(Cc2ccc3c(c2)OCO3)CC1,99,0.2,-1,-3,-6,-4,-8,0,8,-4
O=c1cc(CN2CCCCC2)c2ccccc2o1,96,.,.,-3,-8,-2,-2,5,.,-5
C=CCn1c(SCCCCCC)nc(O)cc1=O,98,-1.0,0,-5,-9,0,3,9,4,1
COCC(C)NC(=O)c1cc(-c2ccccc2OC)on1 (stereo not given),98,-0.9,-1,-6,-14,-3,2,-6,5,7
Cc1ccccc1OCc1nc2c3c(ncn2n1)-c1ccccc1CC31CCCC1,97,-1.9,-6,-6,3,0,-4,-12,12,4
Fc1cc(Br)cc(F)c1NC(=S)N1CCOCC1,93,-0.3,-14,-7,-42,-5,1,-3,-2,-3
CCOC(=O)C1CSC2(CCC(c3ccccc3)CC2)N1 (stereo not given),96,0.3,2,-11,16,4,2,-3,-5,-14
Cc1ccccc1CC1(CO)CCCN(C(=O)c2ccccc2Cl)C1 (stereo not given),100,-1.2,0,8,16,5,-2,1,2,6
N#Cc1c(-c2ccccc2)nc(-c2ccncc2)[nH]c1=O,101,1.4,-1,9,0,3,2,4,12,2
Cc1nc(SCC(=O)Nc2ccc3c(c2)OCCO3)nc(C)c1C,101,4.5,-10,-11,-5,3,2,-5,-4,11
Cn1nc(C(=O)Nc2cccc(C(F)(F)F)c2)ccc1=O,89,-2.0,2,5,5,-3,4,-5,9,0
COCCNc1nc(NCc2ccccc2OC)c2sccc2n1,93,-1.4,.,-18,10,-3,-1,-5,-11,-8
COc1ccc(/C=C/C(=O)OCC(=O)NCCC2=CCCCC2)cc1OC,90,-1.3,-1,6,10,4,-7,8,5,5
COc1ccc(/C=N/NC(=O)c2ccncc2)c(C(=O)O)c1OC,97,-1.6,5,3,-36,-1,1,8,-5,3
COc1cc2c(cc1OC)C(c1ccc(N(C)C)cc1)NCC2 (stereo not given),98,-1.5,12,-7,-9,-2,1,0,0,-4
COc1cccc(-c2ccc(NC(=O)C3CCCN(Cc4cnn(C(C)C)c4)C3)cc2)c1 (stereo not given),103,1.8,-11,1,-34,-11,-2,-5,-10,19
CN(C)c1ccc(/C=C2\C(=N)N3N=C(CC(=O)N4CCCC4)SC3=NC2=O)cc1Br,106,-0.5,2,-4,-9,-4,1,-3,12,3
COc1ccc(C2NC(=O)NC(C)=C2C(=O)OCc2ccc3c(c2)OCO3)cc1OC (stereo not given),89,-0.6,4,-7,5,0,-7,1,15,7
Cc1cc(NS(=O)(=O)c2ccc(NC(=O)c3ccc(Cl)cc3Cl)cc2)no1,106,5.1,-8,0,-5,3,1,-2,17,-4
CC1=C(C(=O)N2CCCCCC2)CC(CC(=O)NC2CCCCC2)C(=O)N1Cc1ccc(F)cc1 (stereo not given),100,.,.,-12,16,0,.,.,.,-11
O=C(c1ccco1)N1CCN(C(c2ccc(F)cc2)c2nnnn2Cc2cccs2)CC1 (stereo not given),98,-1.8,-10,3,-36,0,0,4,10,1
NC(=O)c1ccccc1NS(=O)(=O)Cc1ccc(Cl)cc1,96,-1.5,0,-14,8,0,1,7,8,10
Cc1c(C(=O)NC(C)c2ccccn2)oc2c(Cl)cccc12 (stereo not given),98,-1.1,-1,-7,-4,-2,1,-1,-3,6
O=C(Nc1cccc(Cl)c1Cl)c1ccncc1,83,-0.4,8,-3,16,-3,2,-2,1,-2
O=C(CN1CCc2ccccc2C1)NCc1ccco1,99,-2.0,-9,7,-5,1,0,13,3,3
Cc1ccc(C(=O)C2C(=O)C3CCC2C3)cc1 (stereo not given),98,-2.0,.,-4,-3,-4,-14,-2,6,-9
COc1cccc(N2CCN(CC(=O)Nc3ccc(SC(F)F)cc3)CC2)c1,96,1.8,1,3,-11,0,1,-5,16,-8
COCC1CCN(C(=O)C2CCC(=O)N(C3CCCC3)C2)CC1 (stereo not given),97,-0.4,2,4,-5,15*,3,0,2,-6
CCNC(=O)/N=C1/NC(=O)C(C(C)C)O1 (stereo not given),96,-0.6,0,2,-38,-3,2,8,15,1
CCOc1cc(C(=O)N(C)c2ccccc2)cc(OCC)c1OCC,86,-1.8,5,-2,-8,-5,0,-11,6,-1
CCN(CC)CCCN1C=C2C(=O)C(C)(OC(=O)CCC(=O)OC)C(=O)C(Br)=C2C=C1c1ccc(OC)cc1 (stereo not given),100,-0.4,-6,-5,1,-1,4,1,-2,-8
CCc1ccc([C@@H]2CC(=O)[C@@H]3CN(S(=O)(=O)c4ccccc4C)[C@H](c4ccc(Cl)cc4)C[C@@H]3N2S(=O)(=O)c2ccc(C)cc2)cc1,99,.,.,8,-17,10,-17,-10,.,2
COc1ccc(-n2c(-c3ccccc3)c[n+]3c2CCC3)cc1,90,-0.7,-4,-6,34,1,1,-13,1,-3
Cc1ccc(S(=O)(=O)N(C)c2ccc(C(=O)N3CCc4ccccc4C3)cc2)cc1,97,-2.5,-2,-9,6,3,0,-16,13,3
O=C(O)CCN1C(=O)C2CCCCC2C1=O (stereo not given),101,1.3,-7,2,-5,0,1,0,8,1
Cc1nn(CC2CC2)c(=O)n1-c1ccccc1F,96,0.6,3,-12,-6,12,1,-5,-4,-3
COc1cccc(C(=O)OCC(=O)N2CCC(Cc3ccccc3)CC2)c1OC,98,-2.7,0,-5,-12,-4,-3,-4,12,3

Other results follow:
structure,ABCB6 inh MLPCN,MC4R ag barr,TLR9-MyD88 inh,NOD2-RIPK2 inh,SRC2 inh,HTR2A ag,Glyco luc inh,Cardio protect,MC4R antagonist,ABHD5-PLIN5 inh
O=C(Nc1ccc(Cl)cc1)Nc1ccc(C(=O)N2CCOCC2)cc1,96,-2.8,2,-3,0,-1,-5,-4,4,1
Cc1ccc(C(=O)c2cc([N+](=O)[O-])ccc2N2CCCCC2)c(C)c1,95,-1.4,3,15,6,-2,-5,-15,-17,-4
Cc1cc(C(=O)COC(=O)/C=C/c2ccc(F)cc2)c(C)n1C,97,1.4,3,1,-22,-5,1,4,9,3
CCOc1ccc(CN(CCO)CCO)cc1C(=O)OC,103,0.2,0,-5,18,0,0,8,4,5
Cc1ccc(S(=O)(=O)CC(=O)N(C)C)cc1,101,-0.2,-1,-10,-1,6,0,-8,3,8
CCCCn1c(=O)c(CC(C)=O)nc2ccccc21,109,-3.2,9,-6,16,1,1,1,-1,-5
CSc1ccccc1C(=O)NCc1ccc(S(N)(=O)=O)cc1,108,-2.8,-6,-9,-16,1,2,7,-2,0
COc1cccc(CNCC(=O)Nc2ccc(N3CCOCC3)cc2)c1,96,-3.3,-5,-10,-20,-3,0,12,6,1
COc1cc(NS(=O)(=O)c2ccc(NC(=S)NC(=O)C3CCCC3)cc2)nc(OC)n1,101,-0.3,6,2,-13,-6,-2,6,5,-4
O=c1c2c(nc3n1CCCCC3)-c1ccccc1CC21CCCC1,79,0.8,10,12,8,2,2,0,6,-6
O=C(c1ccccc1)c1ccsc1C(=O)c1ccccc1,107,-2.2,-5,-4,-7,-3,-2,-16,6,12
COc1cc(CC(=O)Nc2cccc(SC)c2)cc(OC)c1OC,93,-1.6,-6,-5,16,-1,0,-15,25,1
Cc1ccccc1NC(=O)Cc1nnc(SCC(=O)NC2CCCCC2)n1C,98,0.1,2,-7,5,-4,0,-2,3,5
COc1ccc(CCNC(=S)NC(=O)c2cc(OC)c(OC)c(OC)c2)cc1OC,102,-0.3,-5,-8,14,-2,4,2,19,-8
CNS(=O)(=O)c1cccc(C(=O)OCC(=O)Nc2ccc3ccccc3c2)c1,98,-0.8,-13,0,-28,-4,0,0,3,-7
COc1ccc(OC(=O)COc2ccc(C)cc2)cc1,100,-2.0,-6,-14,-4,10,-1,3,1,0

These rows are one share of the data; the hit share may differ from the screen's.
